# TbMetRS inhib = blocks T. brucei methionyl-tRNA synthetase activity; purified T. brucei MetRS, ATP depletion, Kinase-Glo luminescence; inhibition, % at 11.9 µM; hit rate 0.4% among 360,000; AID 624268;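 active means inhibition above a per-plate cutoff of the control wells' mean inhibition plus 3 SD, cut at about 5.5% in these data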;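 further: 0% = DMSO wells median and 100% = median of wells with control inhibitor compound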
#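 assay system = parasite MetRS enzyme | timing = 15 min preincubation, 2 h reaction, all 25 °C | evaluation = percent inhibition relative to median high and low control wells | medium = HEPES buffer containing pyrophosphatase, BSA, spermine, DTT | compound = single dose, 11.9 µM final nominal, 0.9% final DMSO | detection = Kinase-Glo luminescence, ATP depletion format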
# SUMO1-SIM PPI = modulators of human SUMO1-mediated protein-protein interactions; AID 602429; hit rate 0.33% among 360,000; SUMO1 binding to a labelled peptide, TR-FRET, 1 h; inhibition, % at 20 µM; P63165; in the data active means inhibition above about 37%
# Target sequence (P63165 whole entry, looked up): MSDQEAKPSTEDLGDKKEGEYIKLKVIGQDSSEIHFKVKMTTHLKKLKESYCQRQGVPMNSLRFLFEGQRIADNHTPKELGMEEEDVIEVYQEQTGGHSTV
# LMPTP block = blocks human LMPTP phosphatase; hit rate 0.22% among 360,000; P24666; recombinant LMPTP-A, OMFP fluorogenic substrate, fluorescence intensity; inhibition, % at 20 µM;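 active means compounds that cut the enzyme signal by at least half of the control window in the single-dose screen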;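 further: plate controls were DMSO wells with enzyme plus substrate for no effect and substrate without enzyme for full effect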
# Target sequence (P24666 whole entry, looked up): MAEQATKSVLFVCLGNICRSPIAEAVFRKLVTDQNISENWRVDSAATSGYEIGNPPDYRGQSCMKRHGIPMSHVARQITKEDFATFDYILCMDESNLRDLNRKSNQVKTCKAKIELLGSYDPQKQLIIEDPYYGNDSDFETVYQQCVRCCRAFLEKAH
#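 Test system – LMPTP-A phosphatase enzyme · Quantity – 0.625 nM LMPTP-A final · Reagent – OMFP substrate, 400 µM final · Dosing – one test concentration per compound, 20 µM, with 3% DMSO overall · Timing – 50 min enzyme reaction at room temperature, protected from light · Detection – fluorescence intensity · Controls – substrate-only low control, DMSO enzyme-plus-substrate high control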
# CendR NRP1 mod = alters CendR peptide binding to human NRP-1 | O14786 | FAM-RPARPAR peptide binding to NRP-1, fluorescence polarization | inhibition, % at 25 µM | hit rate 0.85% among 360,000 | AID 602438;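 active means inhibition or corrected inhibition above about 18%, plus a signal ratio from 0.5 to 1.5, limit read from the data, passing the limit was not always enough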; further: strong numbers were not always called active
# eLon inh = inhibits E. coli Lon protease; purified E. coli Lon protease, fluorescence polarization; inhibition, % at 7.94 µM; AID 602123; hit rate 0.42% among 360,000; in the data active means inhibition above about 13%, passing the limit was not always enough;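 further: 0% = enzyme with probe and DMSO and 100% = no enzyme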
# Scp1 inh = blocks human Scp-1 phosphatase activity | Recombinant Scp1, phosphopeptide, malachite green phosphate absorbance | AID 493091 | hit rate 0.88% among 340,000 | inhibition, % at 20 µM;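 active means inhibition above about 50% at 20 µM, limit read from the data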;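 further: plate controls were DMSO wells with enzyme for no effect and wells lacking enzyme for full effect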
# Target sequence (Q9GZU7 76-261 limits assumed): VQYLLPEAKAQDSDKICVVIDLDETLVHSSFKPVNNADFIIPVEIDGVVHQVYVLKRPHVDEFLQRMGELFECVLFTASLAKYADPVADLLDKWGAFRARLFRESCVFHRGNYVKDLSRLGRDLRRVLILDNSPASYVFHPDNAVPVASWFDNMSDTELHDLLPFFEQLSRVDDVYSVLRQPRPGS
#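 Test system – truncated SCP-1 phosphatase (76-261aa) · Reagent – Phosphorylated 17-residue peptide substrate · Incubation – 45 min room-temperature reaction, 5 min colour, 30 min stabiliser · Detection – colorimetric phosphate reagent with accelerator and stabiliser, absorbance at 630 nm · Measure – % inhibition at 20 µM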
# MsrA act = activates bovine MsrA enzyme; purified bovine MsrA, absorbance read-out; activation, % at 10.6 µM; hit rate 0.3% among 360,000; in the data active means activation above about 7.5%;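 further: 0% = vehicle and 100% = reference activator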
# STEP block = blocks human striatal-enriched tyrosine phosphatase; P54829; recombinant STEP, OMFP fluorogenic substrate, fluorescence; inhibition, % at 20 µM; hit rate 0.25% among 360,000; AID 588621;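 active means inhibition at 20 µM, scaled per plate between control wells, above about 37%, limit read from the data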;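 further: 0% = DMSO with enzyme and substrate and 100% = substrate only without enzyme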
# Target sequence (P54829 whole entry, looked up): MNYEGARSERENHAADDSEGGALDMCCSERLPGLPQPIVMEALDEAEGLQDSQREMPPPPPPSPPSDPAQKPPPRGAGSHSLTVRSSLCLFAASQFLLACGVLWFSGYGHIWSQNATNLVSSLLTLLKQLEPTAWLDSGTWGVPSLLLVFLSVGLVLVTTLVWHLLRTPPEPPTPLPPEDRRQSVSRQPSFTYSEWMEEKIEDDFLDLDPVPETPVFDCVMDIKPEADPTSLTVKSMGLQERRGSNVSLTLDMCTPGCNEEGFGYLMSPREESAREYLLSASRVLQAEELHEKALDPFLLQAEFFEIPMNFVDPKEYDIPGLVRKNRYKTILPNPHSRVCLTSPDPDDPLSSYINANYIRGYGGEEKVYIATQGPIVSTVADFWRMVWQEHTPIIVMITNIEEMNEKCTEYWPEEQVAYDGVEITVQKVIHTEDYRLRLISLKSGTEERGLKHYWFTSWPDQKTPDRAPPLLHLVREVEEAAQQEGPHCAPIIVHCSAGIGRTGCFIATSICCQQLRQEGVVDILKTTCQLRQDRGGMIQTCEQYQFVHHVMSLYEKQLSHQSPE
#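 Material: STEP (striatal-enriched tyrosine phosphatase) enzyme, cell-free; Compound dosing: 20 µM single dose in 1% DMSO; Technique: fluorescence read at 480 nm ex / 540 nm em; Times: reaction 20 min, ambient temperature; Medium: 50 mM Bis-Tris pH 6.0 with 2.5 mM DTT and 0.005% Tween 20; Also added: OMFP at 25 µM.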
# MsrA inhibitor = inhibits bovine methionine sulfoxide reductase A | purified bovine MsrA, absorbance read-out | inhibition, % at 15.5 µM | hit rate 0.75% among 360,000 | AID 651718; in the data active means inhibition above about 4.5%;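 further: 0% = vehicle wells with enzyme and 100% = reference inhibitor wells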
# DNMT1 inh = DNMT1 (human) enzyme inhibition; P26358; DNMT1 molecular beacon, Hinp1I cleavage, fluorescence; inhibition (reported as % activation of signal), % at 10 µM; hit rate 0.83% among 360,000; in the data active means inhibition above about 50%
# An asterisk follows results filed as active; . = no result given.
SMILES,TbMetRS inhib,SUMO1-SIM PPI,LMPTP block,CendR NRP1 mod,eLon inh,Scp1 inh,MsrA act,STEP block,MsrA inhibitor,DNMT1 inh
CC(C)(/C=N/O)/[N+]([O-])=C/c1ccccc1,0.0,-2,0.8,0,4,-11,-4,-3,-0.2,0
CCOc1ccccc1NC(=S)NC(=O)CCc1ccccc1,-0.1,-5,2.9,5,-8,-18,-4,2,-0.3,-1
O=C(C1=C[C@H](c2ccccc2)C[C@H](OCCCCO)O1)N1CCN(Cc2ccc3c(c2)OCO3)CC1,-0.2,-3,-1.2,8,-1,4,-10,-2,2.6,3
Clc1ccc(CSc2nnc(-c3ccncc3)s2)cc1,-0.1,-1,0.9,2,-6,0,-2,3,1.2,0
O=C(c1cnn2ccccc12)N(Cc1ccco1)C1CCCC1,-0.1,1,-1.8,-9,-4,-2,-4,0,0.2,-1
O=C(CSc1nnc(-c2ccccc2)n1C1CCCCC1)N1CCCC1,-0.2,3,-1.0,2,0,-6,-2,0,0.1,0
O=C(Nc1ccccn1)C1COc2ccccc2O1 (stereo unspecified),0.6,4,-0.2,-3,-7,-6,-1,3,1.1,2
N#Cc1ccc2ccn(CC(=O)NCc3ccco3)c2c1,0.9,3,0.5,-3,3,6,-2,-3,-0.1,-9
O=C(Nc1ccc(CSc2ccccc2)cc1)c1ccccc1,-0.2,0,0.1,-8,-5,-11,-4,-1,2.7,14
CCSCCc1nnc(NC(=O)Nc2cccc(C(F)(F)F)c2)s1,-0.8,1,-0.7,0,-5,-9,-3,3,1.1,6
CCN(CC)C(=O)n1cnc(-c2ccccc2)c1-c1ccccc1,-1.2,-2,-0.2,-4,-2,-1,-4,-3,-0.9,1
CC(C(=O)OCc1nnc(-c2ccccc2)o1)N1C(=O)C2CCCCC2C1=O (stereo unspecified),-0.6,0,-0.8,-5,1,-4,-3,1,-0.7,-3
CCS(=O)(=O)c1nc(S(=O)(=O)c2ccc(Cl)cc2)c(NCCN2CCOCC2)s1,-0.3,5,-0.9,4,-3,-5,-2,-1,0.3,4
O=C(Cn1cc2c(n1)CCCCC2)Nc1ccccc1Br,-0.6,-2,-0.6,2,-5,-3,4,0,-0.4,1
O=C(O)c1ccc(-n2nnnc2Oc2ccccc2C(=O)N2CCOCC2)cc1,0.0,4,-2.1,-8,0,-6,-1,6,0.5,3
C=CCNc1ncnc2c1ncn2[C@H]1CN(Cc2ccco2)C[C@@H](CO)O1,-0.3,-2,-0.9,-1,-11,.,-3,14,-0.9,3
COc1cccc(C(=O)Nc2cccc(-c3ccc4nncn4n3)c2)c1OC,-0.8,-8,-0.9,-12,-9,-13,-7,0,1.1,-3
Cc1ccc(C2=NN(C(=O)CCC(=O)O)C(c3ccc4c(c3)OCO4)C2)cc1 (stereo unspecified),-0.3,-5,-0.3,16,7,-7,-3,-1,1.6,2
CC(c1ccco1)N(C(=O)c1cccs1)c1ccccn1 (stereo unspecified),-0.4,1,-0.6,-3,-6,-7,-3,0,3.3,-1
CCCCN(C(=O)c1ccc2c(c1)OCO2)c1ccccc1,-0.8,0,0.0,3,-8,-3,-2,5,2.0,-1
COc1ccc(CCCc2nnc(SCC(=O)Nc3ccc(OC)cc3)o2)cc1,0.5,-6,0.5,3,-5,19,-3,3,0.6,-1
CC(=O)c1cccc(-c2ccnc3c2CC(C(=O)Nc2ccccc2)O3)c1 (stereo unspecified),0.5,3,-0.3,9,9,.,-2,-2,0.2,-1
Cc1ccc(NC(=O)CCC(=O)c2ccc(F)cc2)cc1Cl,0.0,2,-1.6,12,3,-3,3,5,-0.5,-4
CS(=O)(=O)N(CC(=O)Nc1ccc(F)cc1)C1CCCCC1,0.6,7,-2.7,1,-2,-3,-2,-1,-1.0,1
COc1ccc(S(=O)(=O)N2CCC(N3CCN(Cc4ccccc4)CC3)CC2)cc1,-0.2,-1,-2.0,5,-6,-8,-2,0,1.4,-1
# Other entries.
SMILES,TbMetRS inhib,SUMO1-SIM PPI,LMPTP block,CendR NRP1 mod,eLon inh,Scp1 inh,MsrA act,STEP block,MsrA inhibitor,DNMT1 inh
O=C(CCN1CCN(c2ccccc2F)CC1)Nc1ccccc1F,-1.2,-1,-2.5,3,-5,2,-5,-1,0.6,12
O=S(=O)(Nc1cccc(-c2nc3cccnc3s2)c1)c1cccs1,0.0,-7,0.6,3,1,-16,-1,0,0.7,-5
COCCOC(=O)/C=C1/NC(=O)CS1,-0.8,-3,0.0,-4,1,0,-2,0,-0.2,0
Cn1c(=O)c2c(ncn2CC(=O)OCC(=O)Nc2ccccc2)n(C)c1=O,-0.6,-7,-0.6,8,-4,-7,2,-5,-0.5,-1
Cc1ccc(NC(=S)NNc2ncc(C(F)(F)F)cc2Cl)cc1,-0.2,-2,-3.6,5,1,-8,-6,3,-0.2,-1
O=C(O)c1ccc2c(=O)[nH]c(CCl)nc2c1,-0.6,5,1.0,-11,9,8,-11,2,1.4,3
Cc1ccc(CSCCNS(C)(=O)=O)cc1,-1.2,4,-0.7,8,-6,-6,-3,2,-1.0,-1
COc1cc2c(cc1NC(=O)Nc1ccc(C)cc1)oc1ccccc12,1.5,1,3.4,4,-12,-5,-2,0,1.5,-4
O=C(CCc1nc2ccccc2c(=O)[nH]1)Nc1cccc(S(=O)(=O)N2CCCCC2)c1,-0.6,5,0.0,-10,-9,5,-2,-2,-0.4,-3
CC1=NN(c2ccccc2)C(=O)C1CCC#N (stereo unspecified),-0.1,0,-2.0,4,24,.,-2,-3,-0.1,-2
NS(=O)(=O)c1cccc(NC(=O)Cn2nc(C(=O)O)c3ccccc3c2=O)c1,-0.9,-5,-1.7,3,5,4,-7,0,-0.1,-1
CCCOc1ccccc1C1NC(=O)NC(C)=C1C(=O)OCCOCC (stereo unspecified),-0.2,3,-1.8,7,-6,6,1,-4,-0.7,-1
O=C(Nc1nc(C2C3CC4CC(C3)CC2C4)cs1)c1cc2cc([N+](=O)[O-])ccc2oc1=O (stereo unspecified),-0.1,-3,1.0,3,-14,-1,-3,3,1.6,11
c1ccc(CCCNCCCn2cnc3c(OCc4ccccc4)ncnc32)cc1,-0.2,-5,-0.8,7,3,8,-1,1,-0.9,34
CC(=O)c1cccc(N=Nc2c(-c3ccccc3)[nH]n(-c3ccccc3)c2=O)c1,0.1,-3,1.7,10,-12,-5,-2,2,-0.7,-3
CCN1CCCSC1=S,0.0,0,-0.9,1,0,.,-1,1,-0.4,2
Cc1ccccc1CNC(=O)c1ccc2nc(N3CCOCC3)sc2c1,0.6,2,-0.7,-6,-9,-7,-2,0,0.3,0
Cc1cccc(-c2nnc(SCc3nc4ccccc4[nH]3)n2Cc2ccco2)c1,2.1,1,0.9,7,-7,-13,2,1,-0.8,-2
C/C(=N\O)c1ccccc1C(=O)O,-0.6,8,-1.3,-6,-4,-7,-4,-2,-0.7,0
COc1cccc(C(=O)NC(=S)Nc2ccc3oc(=O)ccc3c2)c1,-0.6,5,1.3,17,14,-4,-2,4,-0.9,-5
CCOC(=O)CN1C(=O)S/C(=C\c2ccc3c(c2)OCO3)C1=O,-0.1,-31,1.0,2,-4,-10,-3,-1,0.7,1
Cc1ccc(OCc2ccoc2C(=O)O)cc1C,-0.3,4,-0.3,0,4,50,-3,4,0.4,54*
Cc1cc(C)n(-c2ccc(C(=O)Nc3cccc(S(=O)(=O)N4CCCC4)c3)cc2)n1,0.5,17,-0.1,2,-5,-1,-2,0,-0.5,9
Cc1ccccc1OCCN(C#N)c1nc(N(C)C)nc(N(C)C)n1,-0.7,1,1.6,-9,-9,-4,-1,2,0.1,0
COc1ccc(OC)c(S(=O)(=O)N2CCCC2C(=O)N2CCc3ccccc3C2)c1 (stereo unspecified),-0.2,12,-0.3,18,0,1,1,-1,0.8,2
# Further records follow.
SMILES,TbMetRS inhib,SUMO1-SIM PPI,LMPTP block,CendR NRP1 mod,eLon inh,Scp1 inh,MsrA act,STEP block,MsrA inhibitor,DNMT1 inh
O=C(CCNS(=O)(=O)c1ccccc1)N1CCCCCCC1,-0.2,1,-0.3,-6,0,-9,-3,3,0.4,2
Cc1cc(C(=O)Nc2cc(Br)ccc2O)on1,0.8,5,-1.1,-19,2,-10,-2,-2,-0.1,2
CCOC(=O)C1=C[C@@H](C(C)C)N(S(=O)(=O)c2ccc(C)cc2)[C@H]1c1ccc(C(F)(F)F)cc1,0.3,12,2.7,-2,-7,.,-2,0,0.0,1
COC(=O)[C@@H]1CCCN1C(=O)c1ccc(OC2CCN(Cc3ccccn3)CC2)cc1,-0.5,4,1.2,-2,5,6,-10,-2,-0.5,1
Cc1cc(C(=O)N2CCN(c3ccccc3O)CC2)c(C)o1,-0.4,-1,0.6,-3,-1,1,-3,3,2.5,-4
N#Cc1c(NC(=O)CSc2n[nH]c(Cc3ccccc3)n2)oc(-c2ccccc2)c1-c1ccccc1,-1.0,1,2.5,-6,-7,14,0,2,2.0,-11

# Eleven compounds out of the list, arranged by count of non-hydrogen atoms, falling.
SMILES,TbMetRS inhib,SUMO1-SIM PPI,LMPTP block,CendR NRP1 mod,eLon inh,Scp1 inh,MsrA act,STEP block,MsrA inhibitor,DNMT1 inh
N#Cc1c(NC(=O)CSc2n[nH]c(Cc3ccccc3)n2)oc(-c2ccccc2)c1-c1ccccc1,-1.0,1,2.5,-6,-7,14,0,2,2.0,-11
CCOC(=O)C1=C[C@@H](C(C)C)N(S(=O)(=O)c2ccc(C)cc2)[C@H]1c1ccc(C(F)(F)F)cc1,0.3,12,2.7,-2,-7,.,-2,0,0.0,1
COC(=O)[C@@H]1CCCN1C(=O)c1ccc(OC2CCN(Cc3ccccn3)CC2)cc1,-0.5,4,1.2,-2,5,6,-10,-2,-0.5,1
COc1ccc(OC)c(S(=O)(=O)N2CCCC2C(=O)N2CCc3ccccc3C2)c1 (stereo unspecified),-0.2,12,-0.3,18,0,1,1,-1,0.8,2
Cc1cccc(-c2nnc(SCc3nc4ccccc4[nH]3)n2Cc2ccco2)c1,2.1,1,0.9,7,-7,-13,2,1,-0.8,-2
COc1cccc(C(=O)NC(=S)Nc2ccc3oc(=O)ccc3c2)c1,-0.6,5,1.3,17,14,-4,-2,4,-0.9,-5
CCOC(=O)CN1C(=O)S/C(=C\c2ccc3c(c2)OCO3)C1=O,-0.1,-31,1.0,2,-4,-10,-3,-1,0.7,1
Cc1cc(C(=O)N2CCN(c3ccccc3O)CC2)c(C)o1,-0.4,-1,0.6,-3,-1,1,-3,3,2.5,-4
Cc1ccc(OCc2ccoc2C(=O)O)cc1C,-0.3,4,-0.3,0,4,50,-3,4,0.4,54*
Cc1cc(C(=O)Nc2cc(Br)ccc2O)on1,0.8,5,-1.1,-19,2,-10,-2,-2,-0.1,2
C/C(=N\O)c1ccccc1C(=O)O,-0.6,8,-1.3,-6,-4,-7,-4,-2,-0.7,0
